High-throughput results (PubChem)
MEX-5 binding – C. elegans MEX-5 TCR-2 RNA binding activity | Q9XUB2 | MEX-5/FITC-TCR2 RNA binding, fluorescence polarization; hits give low values | activity score (negative = inhibition of binding), % at 10 µM | 300,000 compounds, 0.38% hits | AID 1832;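 active = inhibition past about -25% in most replicates, and total fluorescence under double the plate's negative control median, limit read from the data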;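 note: 0% = DMSO and -100% = 5 µM competing unlabeled TCR2 RNA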
Target sequence (Q9XUB2 whole entry, looked up): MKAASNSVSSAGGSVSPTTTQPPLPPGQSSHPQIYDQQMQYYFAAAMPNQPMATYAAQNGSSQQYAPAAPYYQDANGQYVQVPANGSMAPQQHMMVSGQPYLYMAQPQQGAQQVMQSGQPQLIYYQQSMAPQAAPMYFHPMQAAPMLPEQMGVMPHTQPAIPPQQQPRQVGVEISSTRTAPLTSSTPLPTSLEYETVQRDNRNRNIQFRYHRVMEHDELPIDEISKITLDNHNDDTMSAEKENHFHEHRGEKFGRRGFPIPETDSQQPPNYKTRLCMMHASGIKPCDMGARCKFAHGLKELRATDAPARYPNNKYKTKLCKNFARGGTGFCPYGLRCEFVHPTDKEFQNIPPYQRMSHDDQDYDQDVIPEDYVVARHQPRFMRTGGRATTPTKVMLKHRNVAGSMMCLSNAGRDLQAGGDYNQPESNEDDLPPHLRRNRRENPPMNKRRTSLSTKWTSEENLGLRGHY
Efflux pump inh – antifungal efflux pump inhibition, Nile Red retention; S. cerevisiae Candida pump triplex; inhibition, % at 10 µM; 330,000 compounds, 0.44% hits;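 active = plate passing quality check with inhibition over a set limit, or well fluorescence over plate mean plus 4 SD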;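 note: Nile Red retained in pooled yeast measured as flow cytometry median fluorescence; 0% = buffer negative control and 100% = Enniatin B positive control; higher means more Nile Red kept so more efflux inhibition; some compounds called inactive have numbers as strong as hits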
EBNA-1 inhibitor – blocks EBNA-1 binding to DNA. EBNA-1 DNA binding, fluorescence polarization. inhibition, % at 14.8 µM. 300,000 compounds, 0.34% hits. AID 1950; in the data active = inhibition above about 28%
CR mimetic SO – lowers age-related superoxide in aged yeast cells. S. cerevisiae aged cells, superoxide DHE fluorescence; hits give low values. superoxide response (% of plate mean), % at 10 µM. 330,000 compounds, 0.18% hits. AID 2690;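 active = superoxide response under a set limit, about three screen SD below normal, cut at about 65% in these data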;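 note: yeast aged for seven days with compound at 30 °C before DHE staining; 100% = average MFI of all compound-treated wells on the plate with controls excluded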
Fam108B inh – Fam108B inhibition, counter-screen for RBBP9 inhibitors | 300,000 compounds, 0.33% hits | AID 1947 | inhibition, % at 9.51 µM | recombinant Fam108B, FP-Rh probe fluorescence polarization;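 active = inhibition above the screen mean inhibition plus 3 SD, computed separately per campaign, cut at about 18% in these data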;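 note: inhibitors lower polarization as less probe binds the enzyme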
MCL1-BIM inh – inhibitors of human MCL1 binding to BIM-BH3 peptide | 320,000 compounds, 0.68% hits | Q07820 | GST-MCL1 / FITC-Bim-BH3 fluorescence polarization | inhibition, % at 10.9 µM;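 active = inhibition above the mean inhibition of all tested compounds plus 3 SD, set per campaign, cut at about 40% in these data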;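 note: 0% = DMSO wells and 100% = unlabeled Bim-BH3 peptide control; higher means more loss of mP so more displacement of Bim peptide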
Target sequence (Q07820 whole entry, looked up): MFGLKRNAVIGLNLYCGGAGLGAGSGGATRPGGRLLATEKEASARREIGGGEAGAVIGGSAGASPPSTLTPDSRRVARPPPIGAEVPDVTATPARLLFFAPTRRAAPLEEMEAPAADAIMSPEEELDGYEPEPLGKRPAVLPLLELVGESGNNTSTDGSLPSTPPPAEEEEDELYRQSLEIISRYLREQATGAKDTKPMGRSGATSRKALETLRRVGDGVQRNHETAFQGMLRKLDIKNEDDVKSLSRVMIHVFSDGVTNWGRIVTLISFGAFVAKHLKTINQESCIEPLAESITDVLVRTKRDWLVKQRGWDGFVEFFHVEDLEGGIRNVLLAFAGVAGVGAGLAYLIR
ZTA counter – ZTA (EBV) inhibition in EBNA-1 counter-screen | inhibition, % at 11 µM | 320,000 compounds, 0.15% hits | AID 2234 | ZTA-DNA binding, fluorescence polarization | P03206; in the data active = inhibition above about 33%
Target sequence (P03206 whole entry, looked up): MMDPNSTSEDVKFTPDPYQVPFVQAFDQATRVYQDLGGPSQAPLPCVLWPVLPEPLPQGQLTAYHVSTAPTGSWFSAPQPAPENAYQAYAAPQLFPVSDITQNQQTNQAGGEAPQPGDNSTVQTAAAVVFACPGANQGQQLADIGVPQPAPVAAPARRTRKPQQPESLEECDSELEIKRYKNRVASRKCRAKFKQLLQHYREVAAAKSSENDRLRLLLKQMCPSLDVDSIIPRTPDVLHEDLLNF
BCLXL inh – blocks human Bcl-xL binding to Bim BH3 peptide; GST-Bcl-xL / FITC-Bim BH3 peptide fluorescence polarization; 320,000 compounds, 0.7% hits; Q07817; inhibition, % at 10.9 µM; AID 2129;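 active = inhibition above the mean of all tested compounds plus 3 SD, cutoff set per campaign, cut at about 30% in these data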;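 note: 0% = DMSO wells and 100% = unlabeled Bim-BH3 peptide competitor; inhibitors lower millipolarization by displacing the labeled peptide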
GLD-1 TGE inh – GLD-1-TGE RNA interaction inhibition (C. elegans); Q17339; purified GLD-1 + fluorescein TGE RNA, fluorescence polarization; inhibition, % at 5.96 µM; 320,000 compounds, 0.44% hits;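 active = percent inhibition above a per-plate cutoff, the plate mean of test compounds plus 3 SD, cut at about 30% in these data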;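 note: 0% = DMSO wells with GLD-1 and probe and 100% = wells lacking GLD-1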
* hit, by the source's call. This is a random part of the collection (roughly 2.3% active in at least one column).

How did COc1ccc(CNC(=O)C2CCN(S(=O)(=O)c3ccc4nc5c(c(C(=O)O)c4c3)CC(C)CC5)CC2)cc1 (centres undefined) do in these assays?
MEX-5 binding: 1.4; Efflux pump inh: 0.0; EBNA-1 inhibitor: -3; CR mimetic SO: 95; Fam108B inh: 1; MCL1-BIM inh: 8; ZTA counter: -9; BCLXL inh: 14; GLD-1 TGE inh: 0

What do the screens show for `Clc1ccc(CSc2nnc(-c3ccncc3)o2)c(Cl)c1`?
MEX-5 binding: -2.7; Efflux pump inh: 0.0; EBNA-1 inhibitor: 4; CR mimetic SO: 127; Fam108B inh: 1; MCL1-BIM inh: 4; ZTA counter: 11; BCLXL inh: 3; GLD-1 TGE inh: 1

How did O=C(O)c1ccc(CSc2n[nH]c(-c3ccco3)n2)cc1 do in these assays?
MEX-5 binding: 0.2; Efflux pump inh: -0.1; EBNA-1 inhibitor: 1; CR mimetic SO: 111; Fam108B inh: 9; MCL1-BIM inh: 29; ZTA counter: -5; BCLXL inh: 15; GLD-1 TGE inh: 12

How did CCSc1nc2sc3c(c2c2nnc(SCC(=O)NCc4ccco4)n12)CCCC3 do in these assays?
MEX-5 binding: 1.1; Efflux pump inh: 0.0; EBNA-1 inhibitor: -3; CR mimetic SO: 103; Fam108B inh: 3; MCL1-BIM inh: 17; ZTA counter: -11; BCLXL inh: 4; GLD-1 TGE inh: 5

What do the screens show for `Cc1ccc(N=Cc2nc(/C=C/c3cccc([N+](=O)[O-])c3)oc2O)cc1`?
MEX-5 binding: -2.5; Efflux pump inh: 0.1; EBNA-1 inhibitor: -2; CR mimetic SO: 90; Fam108B inh: -1; MCL1-BIM inh: -66; ZTA counter: 2; BCLXL inh: -39; GLD-1 TGE inh: -16

How did O=C(Oc1c(-c2ccccc2)c(=O)n2c3c(cccc13)CC2)c1cccc([N+](=O)[O-])c1 do in these assays?
MEX-5 binding: 3.4; Efflux pump inh: 0.6*; EBNA-1 inhibitor: -16; CR mimetic SO: 135; Fam108B inh: 1; MCL1-BIM inh: 3; ZTA counter: -12; BCLXL inh: -1; GLD-1 TGE inh: -2

Results for CCc1nc2oc3ccccc3c(=O)c2c(=O)n1-c1ccc(C)cc1 ?
MEX-5 binding: -5.1; Efflux pump inh: -0.1; EBNA-1 inhibitor: -4; CR mimetic SO: 116; Fam108B inh: 1; MCL1-BIM inh: 20; ZTA counter: 0; BCLXL inh: 13; GLD-1 TGE inh: -4

What do the screens show for `Cc1csc(NC(=O)C2CCN(S(=O)(=O)c3ccc4c(c3)oc(=O)n4C)CC2)n1`?
MEX-5 binding: -3.5; Efflux pump inh: 0.8; EBNA-1 inhibitor: -10; CR mimetic SO: 104; Fam108B inh: 2; MCL1-BIM inh: 5; ZTA counter: 5; BCLXL inh: 1; GLD-1 TGE inh: 0

What do the screens show for `COc1ccc(-c2cc(C(F)(F)F)n3nc(C(=O)N4CCCC4)cc3n2)cc1`?
MEX-5 binding: 0.6; Efflux pump inh: 0.1; EBNA-1 inhibitor: 14; CR mimetic SO: 93; Fam108B inh: -1; MCL1-BIM inh: 3; ZTA counter: 9; BCLXL inh: 4; GLD-1 TGE inh: 4

Results for CCc1ccc(-c2nn(-c3ccccc3C)cc2C(=O)N2CCN(C3CCS(=O)(=O)C3)CC2)cc1 (centres undefined) ?
Efflux pump inh: 0.1; CR mimetic SO: 85; MCL1-BIM inh: -20; ZTA counter: -8; BCLXL inh: -5; GLD-1 TGE inh: 4

How did O=C(NC12CC3CC(CC(C3)C1)C2)c1cc2nc(-c3ccco3)cc(C(F)(F)F)n2n1 do in these assays?
MEX-5 binding: 3.1; Efflux pump inh: 0.3; EBNA-1 inhibitor: 0; CR mimetic SO: 108; Fam108B inh: 7; MCL1-BIM inh: -1; ZTA counter: 7; BCLXL inh: 4; GLD-1 TGE inh: -9

What do the screens show for `CCCc1cc(NCc2ccccn2)n2c(nc3ccccc32)c1C#N`?
MEX-5 binding: 6.1; Efflux pump inh: -0.2; EBNA-1 inhibitor: 12; CR mimetic SO: 85; Fam108B inh: 6; MCL1-BIM inh: 9; ZTA counter: 2; BCLXL inh: 10; GLD-1 TGE inh: 4

Results for Cc1cc(NS(=O)(=O)c2ccc(NC(=O)Nc3ccccc3)cc2)no1 ?
MEX-5 binding: 0.2; Efflux pump inh: 0.0; EBNA-1 inhibitor: -2; CR mimetic SO: 112; Fam108B inh: 1; MCL1-BIM inh: 0; ZTA counter: -4; BCLXL inh: 4; GLD-1 TGE inh: 15

How did Cc1cc(=O)[nH]c2c1c(C)nn2C1CCOC(C)(C)C1 (centres undefined) do in these assays?
MEX-5 binding: -0.2; Efflux pump inh: 0.1; EBNA-1 inhibitor: -7; CR mimetic SO: 88; Fam108B inh: 3; MCL1-BIM inh: -10; ZTA counter: 1; BCLXL inh: 0; GLD-1 TGE inh: 6

Results for Cc1ccc(C2=NN(C(=O)CCCC(=O)O)C(c3ccc4c(c3)OCO4)C2)cc1 (centres undefined) ?
MEX-5 binding: -2.5; Efflux pump inh: 0.3; EBNA-1 inhibitor: -15; CR mimetic SO: 94; Fam108B inh: -2; MCL1-BIM inh: -3; ZTA counter: -13; BCLXL inh: 2; GLD-1 TGE inh: 1

Results for CCC1(O)CC(c2ccccc2)=NN1C(=O)c1ccccc1F (centres undefined) ?
MEX-5 binding: 1.0; Efflux pump inh: 0.5; EBNA-1 inhibitor: -7; CR mimetic SO: 97; Fam108B inh: -1; MCL1-BIM inh: -11; ZTA counter: -2; BCLXL inh: -9; GLD-1 TGE inh: 6

Results for CCC1CCCCN1C(=O)c1nn2cccnc2c1Cl (centres undefined) ?
MEX-5 binding: -0.5; Efflux pump inh: 0.1; EBNA-1 inhibitor: 1; CR mimetic SO: 103; Fam108B inh: 4; MCL1-BIM inh: 3; ZTA counter: -2; BCLXL inh: 10; GLD-1 TGE inh: 5

How did CCOC(=O)C1CCN(C(=O)CNC(=O)Cn2c(C)cc3ccccc3c2=O)CC1 do in these assays?
MEX-5 binding: 0.4; Efflux pump inh: -0.1; EBNA-1 inhibitor: 9; CR mimetic SO: 104; Fam108B inh: 2; MCL1-BIM inh: 5; ZTA counter: 7; BCLXL inh: 3; GLD-1 TGE inh: 5

How did CCN(CC)CCN(Cc1cc2cc3c(cc2[nH]c1=O)OCO3)C(=S)NCCCN(C)C do in these assays?
MEX-5 binding: 0.0; Efflux pump inh: 0.1; EBNA-1 inhibitor: -3; CR mimetic SO: 107; Fam108B inh: 2; MCL1-BIM inh: 8; ZTA counter: 6; BCLXL inh: 5; GLD-1 TGE inh: -7

Results for CC(=O)c1ccc(NC(=O)COc2ccccc2C(=O)Nc2ccc(C)cn2)cc1 ?
MEX-5 binding: -0.8; Efflux pump inh: 0.0; EBNA-1 inhibitor: 21; CR mimetic SO: 97; Fam108B inh: 0; MCL1-BIM inh: -1; ZTA counter: 24; BCLXL inh: 2; GLD-1 TGE inh: 8

Results for CS(=O)(=O)N1CCC(C(=O)Nc2cc(Cl)ccc2Cl)CC1 ?
Efflux pump inh: 0.1; EBNA-1 inhibitor: -1; CR mimetic SO: 100; Fam108B inh: -2; MCL1-BIM inh: 0; ZTA counter: -5; BCLXL inh: 1; GLD-1 TGE inh: 0

How did O=C(NNS(=O)(=O)c1ccc(Cl)cc1)c1cc(-c2ccccc2)nc2ccccc12 do in these assays?
Efflux pump inh: 0.2; EBNA-1 inhibitor: 3; CR mimetic SO: 95; Fam108B inh: -1; MCL1-BIM inh: 14; ZTA counter: 5; BCLXL inh: 7; GLD-1 TGE inh: 1

What do the screens show for `O=C(c1cc(-c2ccc3c(c2)OCO3)on1)N1CCN(c2ccccc2)CC1`?
Efflux pump inh: -0.5; EBNA-1 inhibitor: -2; CR mimetic SO: 111; Fam108B inh: 1; MCL1-BIM inh: -3; ZTA counter: -23; BCLXL inh: 4; GLD-1 TGE inh: -6

How did COc1cccc(Nc2ncnc3ccccc23)c1 do in these assays?
MEX-5 binding: 0.7; Efflux pump inh: 0.0; EBNA-1 inhibitor: 11; CR mimetic SO: 91; Fam108B inh: -2; MCL1-BIM inh: 10; ZTA counter: 15; BCLXL inh: 4; GLD-1 TGE inh: 4

How did Cc1cnc2ncc3sccc3c2c1 do in these assays?
MEX-5 binding: 2.1; Efflux pump inh: 0.3; EBNA-1 inhibitor: 8; CR mimetic SO: 95; Fam108B inh: -1; MCL1-BIM inh: 0; ZTA counter: -14; BCLXL inh: 5; GLD-1 TGE inh: -2

Results for O=C1[C@@H]2[C@@H]3C[C@@H]([C@H]4ON=C(c5ccc(Cl)cc5)[C@@H]34)[C@@H]2C(=O)N1C1CCCCC1 ?
MEX-5 binding: 1.4; Efflux pump inh: 0.1; EBNA-1 inhibitor: -7; CR mimetic SO: 93; Fam108B inh: -8; MCL1-BIM inh: 4; ZTA counter: -2; BCLXL inh: 0; GLD-1 TGE inh: 0

How did Nc1cccc(-n2cccc2)c1 do in these assays?
MEX-5 binding: 0.3; Efflux pump inh: 0.0; EBNA-1 inhibitor: -2; CR mimetic SO: 85; Fam108B inh: 3; MCL1-BIM inh: 10; ZTA counter: 6; BCLXL inh: 7; GLD-1 TGE inh: 7

What do the screens show for `COc1ccc(C2C(C#N)=C(N)Oc3n[nH]c(C)c32)cc1Cn1nc(C)c([N+](=O)[O-])c1C` (centres undefined)?
MEX-5 binding: 1.3; Efflux pump inh: 0.1; EBNA-1 inhibitor: -2; CR mimetic SO: 105; Fam108B inh: 1; MCL1-BIM inh: 2; ZTA counter: -3; BCLXL inh: 3; GLD-1 TGE inh: -1

Results for O=C(Nc1cccc(O)c1)c1ccc2c(c1)C(=O)N(Cc1ccco1)C2=O ?
MEX-5 binding: -2.0; Efflux pump inh: 0.5; EBNA-1 inhibitor: -1; CR mimetic SO: 112; Fam108B inh: 2; MCL1-BIM inh: 1; ZTA counter: -2; BCLXL inh: 7; GLD-1 TGE inh: -3

Results for CCOc1ccc(-c2noc(-c3ccncc3)n2)cc1OCC ?
MEX-5 binding: -0.4; Efflux pump inh: 0.3; EBNA-1 inhibitor: -13; CR mimetic SO: 100; Fam108B inh: -6; MCL1-BIM inh: -1; ZTA counter: -11; BCLXL inh: -3; GLD-1 TGE inh: -2

What do the screens show for `Nn1c(SCC(=O)NCCC2=CCCCC2)nnc1C1CCCCC1`?
MEX-5 binding: 0.9; Efflux pump inh: -0.1; EBNA-1 inhibitor: -8; CR mimetic SO: 93; Fam108B inh: 3; MCL1-BIM inh: 1; ZTA counter: -4; BCLXL inh: -2; GLD-1 TGE inh: 6

Results for O=C(Oc1ccc(/C=N/NC(=O)c2ccccn2)cc1)c1cccc(F)c1 ?
MEX-5 binding: -1.1; Efflux pump inh: 2.6; EBNA-1 inhibitor: -4; CR mimetic SO: 93; Fam108B inh: -1; MCL1-BIM inh: 4; ZTA counter: -7; BCLXL inh: 0; GLD-1 TGE inh: 1

Already shown: 2 of the compounds above.
Results for CCOc1ccc(-c2noc(-c3ccncc3)n2)cc1OCC ?
MEX-5 binding: -0.4; Efflux pump inh: 0.3; EBNA-1 inhibitor: -13; CR mimetic SO: 100; Fam108B inh: -6; MCL1-BIM inh: -1; ZTA counter: -11; BCLXL inh: -3; GLD-1 TGE inh: -2

What do the screens show for `Nn1c(SCC(=O)NCCC2=CCCCC2)nnc1C1CCCCC1`?
MEX-5 binding: 0.9; Efflux pump inh: -0.1; EBNA-1 inhibitor: -8; CR mimetic SO: 93; Fam108B inh: 3; MCL1-BIM inh: 1; ZTA counter: -4; BCLXL inh: -2; GLD-1 TGE inh: 6
